hgDAF12 agonist: H. glycines DAF-12 receptor agonists, primary screen, cell-based, luminescence, HEK293, GAL4 fusion, UAS-luciferase | AID 687014, 2013 | activation, % at 6.8 µM | Nuclear hormone receptor DAF-12 (Heterodera glycines), GAL4 fusion | 370,000 tested, 1.8% active | HEK293 GAL4-hgDAF12 UAS-luciferase reporter, agonist luminescence; normalized to butyrate control;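 active = activation above a cutoff set at the mean of all screened compounds plus 3 SD, cut at about 10% in these data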;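 also: 0% = DMSO wells and 100% = sodium butyrate wells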
ADAM10 inh: human ADAM10 inhibitors, primary screen, biochemical, QFRET, HTS; inhibition, % at 7 µM; Disintegrin and metalloproteinase domain-containing protein 10 (Homo sapiens), O14672; 370,000 tested, 0.62% active; AID 720582, 2013; recombinant ADAM10, EDANS/DABCYL FRET peptide cleavage, 3 h;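 active = inhibition above a per-campaign cutoff equal to the mean of compounds falling between control-based bounds plus 3 SD, cut at about 20% in these data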;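 also: 0% = DMSO wells while the 100% control is not disclosed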
DAX1 inh-1: DAX1 (NR0B1) inhibitors on StAR promoter, primary screen, cell-based, luminescence, SF-1 (NR5A1), full-length DAX-1 | inhibition, % at 6.8 µM | 370,000 tested, 1.1% active | AID 652010, 2013 | HEK293T StAR-luciferase reporter, SF-1/DAX-1 repression relief;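 active = inhibition above the mean over all tested compounds plus 3 SD, cut at about 3.6% in these data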;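 also: 0% = DAX-1 cells with DMSO and 100% = cells lacking DAX-1 with DMSO; higher inhibition means more luminescence from relief of DAX-1 repression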
GC-A act: GC-A stimulated cGMP production enhancers – HEK293 GC-A cells, cGMP TR-FRET, EC30 ANP, primary screen; Atrial natriuretic peptide receptor 1 (Homo sapiens), P16066; 0% at EC30 ANP, 100% saturating ANP; activation, % at 10 µM; 370,000 tested, 0.14% active; AID 1671463, 2021; in the data active = activation above about 40%
SMARCA2 act: SMARCA2 (BRM) function activators, primary screen, cell-based, luminescence, high throughput; MG213 cells, MMTV-luciferase reporter, dexamethasone, overnight; activation, % at 9.1 µM; 370,000 tested, 1% active; AID 652017, 2013; in the data active = activation above about 7.8%;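 also: 0% = vehicle wells and 100% = reference activator wells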
PG9 binder: binders of HIV-1 gp120 antibody PG9, primary screen, biochemical, TR-FRET. inhibition, % at 6.7 µM. 360,000 tested, 0.43% active. HIV-1 gp120 / PG9 antibody interaction. TR-FRET gp120-PG9 antibody binding. AID 624416, 2012; in the data active = inhibition above about 8.5%
ssDAF-12 act: S. stercoralis DAF-12 nuclear receptor activators, primary screen, cell-based, luminescence, HEK293, GRIP1 co-expression, lit1-tk-luc; HEK293 ssDAF-12/GRIP1 lit1-tk-luc reporter; % of 3 µM dafachronic acid response; AID 652126, 2013; 370,000 tested, 1% active; activation, % at 6.8 µM;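 active = activation above the mean over all tested compounds plus 3 SD, cut at about 0.9% in these data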;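 also: 0% = DMSO-only wells and 100% = 3 µM delta7-dafachronic acid wells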
ADAM17 inh: ADAM17 inhibitors, primary screen, biochemical, QFRET | 370,000 tested, 0.83% active | Disintegrin and metalloproteinase domain-containing protein 17 (Homo sapiens), P78536 | inhibition, % at 6.95 µM | recombinant ADAM17, EDANS/DABCYL FRET peptide cleavage | AID 720648, 2013;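 active = inhibition above the mean of compounds lying between control limits plus 3 SD, set per campaign, cut at about 8.5% in these data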;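 also: 0% = DMSO-only wells as the low control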
Target sequence (P78536 215-824 limits assumed): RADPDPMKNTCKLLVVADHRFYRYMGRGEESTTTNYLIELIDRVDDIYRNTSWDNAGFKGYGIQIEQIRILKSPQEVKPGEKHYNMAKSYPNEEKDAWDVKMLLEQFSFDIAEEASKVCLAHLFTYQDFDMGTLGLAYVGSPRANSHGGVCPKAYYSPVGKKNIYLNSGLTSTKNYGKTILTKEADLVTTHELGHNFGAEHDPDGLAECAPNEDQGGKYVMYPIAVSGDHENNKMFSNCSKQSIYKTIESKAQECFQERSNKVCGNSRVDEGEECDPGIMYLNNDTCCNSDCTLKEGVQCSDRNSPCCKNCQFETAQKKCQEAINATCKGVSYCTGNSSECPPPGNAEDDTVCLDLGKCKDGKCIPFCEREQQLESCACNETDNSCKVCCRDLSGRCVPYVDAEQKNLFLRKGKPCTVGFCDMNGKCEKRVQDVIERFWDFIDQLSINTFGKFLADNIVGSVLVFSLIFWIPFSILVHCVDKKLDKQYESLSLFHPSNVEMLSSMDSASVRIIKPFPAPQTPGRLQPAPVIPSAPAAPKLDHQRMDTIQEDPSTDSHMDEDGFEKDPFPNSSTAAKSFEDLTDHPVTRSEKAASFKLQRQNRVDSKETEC
hcDAF12 agonist: H. contortus DAF-12 nuclear receptor activators, primary screen, cell-based, luminescence, HEK293, lit1-tk-luc reporter; 370,000 tested, 1.4% active; activation, % at 6.8 µM; HEK293 hcDAF-12 lit1-tk-luc reporter; 0% DMSO, 100% Δ7-dafachronic acid;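 active = activation above the mean of all tested compounds plus 3 SD, cut at about 5.5% in these data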;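 also: 100% = response to 3 µM Δ7-dafachronic acid high control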
DAX1 inh-2: DAX1 (NR0B1) inhibitors, primary screen, cell-based, HEK293, Gal4-DAX1, luciferase luminescence | Nuclear receptor subfamily 0 group B member 1 (Homo sapiens), P51843 | 340,000 tested, 0.99% active | HEK293 Gal4-DAX1 luciferase reporter | inhibition, % at 6.75 µM | AID 504766, 2011;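 active = inhibition above the mean over all tested compounds plus 3 SD, cut at about 4.2% in these data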;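 also: 0% = DAX1-transfected cells with DMSO and 100% = empty-vector control cells with DMSO; inhibition shows as a rise in luminescence from relieved DAX1 repression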
Target sequence (P51843 207-470 limits assumed): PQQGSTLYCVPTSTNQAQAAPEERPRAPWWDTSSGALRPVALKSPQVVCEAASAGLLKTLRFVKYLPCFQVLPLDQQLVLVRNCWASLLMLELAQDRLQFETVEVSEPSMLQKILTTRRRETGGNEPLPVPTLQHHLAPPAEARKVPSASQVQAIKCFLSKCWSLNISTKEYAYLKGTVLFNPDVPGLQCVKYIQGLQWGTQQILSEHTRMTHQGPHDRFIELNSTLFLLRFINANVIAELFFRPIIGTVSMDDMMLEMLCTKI
FXN GAA850 act: FXN promoter activators, primary screen, cell-based, luciferase luminescence, HEK293 lucGAA850. HEK293 lucGAA850 FXN promoter luciferase reporter, 24 h; percent of 10 µM SAHA response. activation, % at 6 µM. 360,000 tested, 0.56% active. AID 540364, 2011;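 active = activation above the average of all compounds screened plus 3 SD, cutoff fixed separately per campaign, cut at about 7.5% in these data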;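 also: 0% = DMSO wells and 100% = 10 µM SAHA wells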
Numbers without * were called inactive; i = inactive.

Every second line gives: hgDAF12 agonist, ADAM10 inh, DAX1 inh-1, GC-A act, SMARCA2 act, PG9 binder, ssDAF-12 act, ADAM17 inh, hcDAF12 agonist, DAX1 inh-2, FXN GAA850 act
> O=C(CSc1nnc(NC(=O)c2cccc(Cl)c2)s1)NCC1CCCO1 (stereo not drawn)
 : 2.7, 9, 1.6, -2, -3, 2.1, -0.7, 5, -0.5, 0.2, 2.0
> Cc1ccc(OCCNS(=O)(=O)c2ccc(N3CCCC3=O)cc2)cc1C
 : -7.3, 13, -1.3, 3, -5, -0.7, -2.2, 0, -2.8, -1.3, -3.2
> O=S(=O)(c1cccc2nonc12)N1CCN(c2cccc(Cl)c2)CC1
 : -2.1, -3, 0.2, -8, -1, -0.8, -0.6, -2, 0.2, 2.5, 2.6
> CCOC(=O)C1CCCN(S(=O)(=O)c2cn(C)c(=O)n(C)c2=O)C1 (stereo not drawn)
 : -0.2, -2, -0.7, 2, 0, -1.4, -1.1, -1, 0.8, -0.2, 0.8
> Cc1c(=O)n(OCc2ccccc2F)c2ccccc2[n+]1[O-]
 : 0.1, -38, -0.7, 0, 7, -1.5, -0.2, -13, 3.0, -0.4, -0.8
> CC(C)CN(C(=O)COC(=O)CNC(=O)c1ccccc1F)c1c(N)n(Cc2ccccc2)c(=O)[nH]c1=O
 : 2.8, -7, 1.2, 0, -2, -2.8, -1.1, -5, 0.1, 0.5, -0.1
> O=[N+]([O-])c1ccc(NCCNc2ccc([N+](=O)[O-])cc2)cc1
 : -1.7, -2, -1.3, -3, 1, 1.6, -1.6, -2, -1.9, 0.9, -0.3
> Cc1cc(/C=N/Nc2ccc([N+](=O)[O-])cn2)c(C)n1-c1ccccc1
 : 2.3, -1, 0.1, 5, 2, -0.8, -0.8, -6, -0.3, 1.4, 0.3
> Nc1c(C(=O)OCC(=O)Nc2ccc(OC(F)F)cc2)[nH]c(=O)[nH]c1=O
 : 0.3, -11, -0.1, -2, -4, -2.8, -1.6, -6, -1.1, 1.1, 1.2
> CCCOP(=O)(OCCC)C(Nc1ccc(C(C)C)cc1)c1ccc([N+](=O)[O-])cc1 (stereo not drawn)
 : -0.1, 16, -0.1, 4, 0, 2.8, -0.7, 0, 3.3, 1.3, -1.6
> CCC(C)[C@H]1CN=C(N)N1CCc1cccc(F)c1 (stereo partly drawn)
 : 0.5, 1, -0.4, 1, -1, -1.6, -0.2, -4, -1.2, 1.4, 0.1
> Cn1c(CN2CCOCC2)nnc1SCC(=O)Nc1cccc(C(F)(F)F)c1
 : 0.1, -9, -0.6, -4, 0, -1.4, -1.1, 1, 0.2, 0.0, 0.6
> COc1cc2c(C(=O)NCCN(C)C)cn(CC(C)C)c(=O)c2cc1OC
 : -0.3, -5, 0.2, -2, 0, -0.8, -1.1, 1, -0.6, -0.1, 1.9
> O=C(c1ccccc1)N1CCSC1=S
 : 0.5, 2, 0.2, 2, -3, -0.8, -0.7, 3, -2.1, 1.2, 0.2
> Cc1ccc(/C=C(\C#N)C(=O)NC(C)C)o1
 : 0.0, -3, -0.1, -1, -1, 0.1, -1.1, -3, -2.3, 1.1, 2.8

Quoted from the listing:
hcDAF12 agonist result of Cc1ccc(OCCNS(=O)(=O)c2ccc(N3CCCC3=O)cc2)cc1C reads -2.8
PG9 binder result of Nc1c(C(=O)OCC(=O)Nc2ccc(OC(F)F)cc2)[nH]c(=O)[nH]c1=O reads -2.8
FXN GAA850 act result of CCCOP(=O)(OCCC)C(Nc1ccc(C(C)C)cc1)c1ccc([N+](=O)[O-])cc1 (stereo not drawn) reads -1.6
DAX1 inh-2 result of CCC(C)[C@H]1CN=C(N)N1CCc1cccc(F)c1 (stereo partly drawn) reads 1.4
ADAM10 inh result of Cn1c(CN2CCOCC2)nnc1SCC(=O)Nc1cccc(C(F)(F)F)c1 reads -9

For reference, two of the compounds above:
Every second line gives: hgDAF12 agonist, ADAM10 inh, DAX1 inh-1, GC-A act, SMARCA2 act, PG9 binder, ssDAF-12 act, ADAM17 inh, hcDAF12 agonist, DAX1 inh-2, FXN GAA850 act
> Cc1cc(/C=N/Nc2ccc([N+](=O)[O-])cn2)c(C)n1-c1ccccc1
 : 2.3, -1, 0.1, 5, 2, -0.8, -0.8, -6, -0.3, 1.4, 0.3
> Nc1c(C(=O)OCC(=O)Nc2ccc(OC(F)F)cc2)[nH]c(=O)[nH]c1=O
 : 0.3, -11, -0.1, -2, -4, -2.8, -1.6, -6, -1.1, 1.1, 1.2

(more compounds)
Every second line gives: hgDAF12 agonist, ADAM10 inh, DAX1 inh-1, GC-A act, SMARCA2 act, PG9 binder, ssDAF-12 act, ADAM17 inh, hcDAF12 agonist, DAX1 inh-2, FXN GAA850 act
> COC(=O)C1=CN(Cc2cccs2)C=C(C(=O)OC)C1c1cccc(O)c1
 : -5.2, i, -0.3, -10, -3, 2.6, -1.3, i, -1.1, 0.5, 0.8
> CCCn1c(SCC(=O)N2CCCc3ccccc32)nc2c1c(=O)n(C)c(=O)n2C
 : -1.6, -9, -0.1, -2, 1, -0.4, -1.3, -1, -1.3, -1.6, 4.0
> CC(=O)c1ccc(NC(=O)c2ccc3snnc3c2)cc1
 : 14*, -3, 3.6, -1, 6, -2.3, -0.7, -3, 0.7, -0.4, 4.3
> CC(=O)c1cccc(NS(=O)(=O)c2ccc3c(c2)N(C(C)=O)CCO3)c1
 : -1.5, 10, -0.5, 3, 2, -2.2, -0.9, 2, 0.0, -0.1, -0.1
> CCOC(=O)N1CCN(C(=O)c2cc3c(-c4ccc(Cl)cc4)nn(C)c3s2)CC1
 : 5.9, -10, -0.5, -7, -1, 0.0, -0.8, -5, 3.9, 5.0*, 0.2
> COc1ccc(Br)c(C(=O)NCCC(C)C)c1
 : -0.5, -4, 0.3, 3, -1, -0.3, -0.3, -4, 1.1, -0.5, 0.3
> CCN(CC)CCN1C(=O)C(=O)/C(=C(/O)c2ccc(OC(C)C)cc2)C1c1cccs1 (stereo not drawn)
 : 0.7, -4, -0.5, 0, 7, -1.4, -0.2, -1, -0.6, 3.1, 0.7
> CCCNC(=O)c1onc(CSc2ccc(Cl)cc2)c1C(=O)NCCC(C)C
 : 0.2, 4, 0.0, -2, 0, 1.0, -1.5, 1, -1.9, 1.8, 2.6
> Cc1ccccc1NC(=O)CSCC(=O)Nc1ccccc1C
 : -0.4, -11, -0.3, 7, -1, 0.1, -0.5, -3, -0.2, -0.2, -1.2
> CCOC(=O)c1ccc(NC(=O)CC2SCCNC2=O)cc1 (stereo not drawn)
 : 3.0, -5, 0.8, 4, 0, -0.4, -0.1, -4, 0.3, 2.0, 1.6
> COc1ccc(-c2csc(NC(C)c3nc4cc(Cl)c(N5CCCCC5)cc4n3CCCO)n2)cc1 (stereo not drawn)
 : -0.9, 16, -0.4, -7, 2, -3.1, -1.7, 7, -2.6, -1.2, -3.2
> Cc1cccc(-c2ncc(CN3CCCC(CO)(Cc4cccc(Cl)c4)C3)cn2)c1 (stereo not drawn)
 : 1.5, 14, -0.3, -4, 0, 0.0, -1.6, 4, -0.4, -0.3, 2.5
> O=c1[nH][nH]c(=O)n1-c1ccccc1
 : 3.2, 2, -0.1, 0, -2, -0.7, -1.7, -2, -0.7, -0.3, 0.3
> CC(=O)Nc1cccc(NC(=O)C2CCCO2)c1 (stereo not drawn)
 : 0.5, -5, -0.3, 3, 0, 0.7, -1.6, -1, 1.6, 1.9, -0.9
> CCOC(=O)c1c(NC(=O)CSc2nc3cc(Cl)ccc3c(=O)n2Cc2ccco2)sc(C(=O)N(C)C)c1C
 : -5.1, 10, 0.0, 7, 0, 51*, -0.8, 2, 0.2, -0.4, -0.1

The listing continues:
Every second line gives: hgDAF12 agonist, ADAM10 inh, DAX1 inh-1, GC-A act, SMARCA2 act, PG9 binder, ssDAF-12 act, ADAM17 inh, hcDAF12 agonist, DAX1 inh-2, FXN GAA850 act
> O=C(NC(=S)N(CCO)Cc1ccccc1)c1ccc(F)cc1Cl
 : -1.2, -7, -0.1, 5, -3, 3.0, -0.9, -3, -2.1, 0.4, -1.2
> CC(=O)N1CCN(c2nnc(-c3ccccc3)c3ccccc23)CC1
 : -1.3, 11, 0.4, -3, -2, -0.2, -1.1, -1, -0.2, 1.0, 0.3
> COc1ccc(CCNC2=NCC(C)S2)cc1 (stereo not drawn)
 : 5.1, 3, -0.4, 0, -1, -0.5, -1.1, -6, -2.0, -0.5, 2.7
> O=C(N/N=C/c1ccc(Cl)cc1Cl)Nc1ccccc1
 : 4.4, -2, 0.5, -4, 0, 0.5, -1.1, -2, -0.8, 1.1, 3.0
> Cc1ccc(S(=O)(=O)N2[C@@H](c3cccc(Cl)c3)C(C(=O)O)=CC[C@H]2c2ccc(Cl)cc2)cc1
 : 0.0, -2, -0.3, 0, -1, -0.3, -0.9, -3, -0.4, -1.5, 0.7
> CCn1c(C)cc(/C=C2\SC(=O)N(CC(=O)Nc3ccc(C)c(C)c3)C2=O)c1C
 : 1.6, -10, 0.2, 0, -3, 1.5, -1.5, -5, -0.7, -0.3, -1.0
> C/C(=N/NC(=O)CN1CCN(S(=O)(=O)c2ccc(C)cc2)CC1)c1cccc(O)c1
 : -1.1, 4, 0.8, 1, -4, 1.3, -0.8, 1, -2.2, 1.1, 0.4
> COc1ccc(CNC(=O)COC(=O)c2cc(C)nc3ccccc23)cc1
 : 2.2, -30, -0.6, -3, -2, -2.0, -1.1, -5, -1.1, -0.1, 3.1
> COc1cc(C(=O)NCCCc2ccccc2)cc(OC)c1OC
 : -0.6, -4, 0.0, 3, -2, -0.7, -0.8, 0, 1.4, 0.5, 1.3
> O=C(Cc1ccccc1)Nc1ccc(S(=O)(=O)N2CCCC2)cc1
 : 0.6, 5, -0.2, 3, -2, 1.2, -1.0, 0, -0.5, 0.9, 0.5

From PubChem

This is a random part of the collection, and some 6.8% of all compounds hit somewhere here.
